Bioassay records as filed in PubChem BioAssay.
yeast bub3 – NCI yeast anticancer drug screen, S. cerevisiae bub3 mutant strain. % growth inhibition at 50 µM. actives 9.9% (n = 78,000);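 further: 0% = growth of vehicle-only cultures of the same strain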
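Readout: yeast growth inhibition, expressed relative to vehicle-only wells. The test organism is a mutant strain from a panel with lesions in DNA repair or checkpoint genes.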
mlh1 rad18 – NCI yeast anticancer drug screen, S. cerevisiae mlh1 rad18 strain | % growth inhibition at 50 µM | actives 11% (n = 79,000);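 further: 0% = growth of vehicle-only cultures of the same strain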
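Genetically defined yeast (DNA repair-deficient) exposed to compounds; growth inhibition determined relative to vehicle.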
cln2 rad14 – NCI yeast anticancer drug screen, S. cerevisiae cln2 rad14 strain. growth inhibition, % at 50 µM. actives 8.3% (n = 78,000). AID 165, 2004;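 further: 0% = growth of vehicle-only cultures of the same strain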
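Readout is yeast growth inhibition versus vehicle-treated controls, using a strain with cln2 and rad14 alterations exposed to compound.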
sgs1 mgt1 – NCI yeast anticancer drug screen, S. cerevisiae sgs1 mgt1 strain | % growth inhibition at 50 µM | actives 10% (n = 78,000) | AID 161, 2004;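 further: 0% = growth of vehicle-only cultures of the same strain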
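Compounds are added to genetically altered yeast, and growth is compared with cultures given vehicle alone to give percent inhibition.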
yeast rad50 – NCI yeast anticancer drug screen, S. cerevisiae rad50 strain; growth inhibition, % at 50 µM; actives 10% (n = 79,000);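 further: 0% = growth of vehicle-only cultures of the same strain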
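Inhibition values express reduced yeast growth in compound-treated cultures relative to vehicle-treated controls.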
yeast mec2-1 – NCI yeast anticancer drug screen, S. cerevisiae mec2-1 strain. growth inhibition, % at 50 µM. actives 9% (n = 79,000);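 further: 0% = growth of vehicle-only cultures of the same strain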
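Readout is yeast growth inhibition, normalised to vehicle-treated controls, in the mec2-1 strain exposed to compound.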
Starred values were filed as active, the others as inactive; & = joins results of further samples. No stated cut-off is given here; in the data, active means growth inhibition above about 70%; inactive means the rest.

No.	compound	yeast bub3	mlh1 rad18	cln2 rad14
1	Cc1ccccc1NC(=O)c1cc(-c2ccc([N+](=O)[O-])cc2)nc(=S)[nH]1	2	-28	3
2	O=[N+]([O-])C1C2C=CC(C2)[C@H]1c1ccccc1Cl (some centres undefined)	35	58	27
3	COc1ccc(C(=O)N/N=C/c2ccccc2Cl)cc1	19	18	-11
4	O=C1Oc2ccccc2C(=O)C1=S1CCCC1	9	15	19
5	Cc1c2oc3c(C)ccc(C(=O)NC4C(=O)NC(C(C)C)C(=O)N5CC(O)CC5C(=O)N(C)CC(=O)N(C)C(C(C)C)C(=O)OC4C)c3nc-2c(C(=O)NC2C(=O)NC(C(C)C)C(=O)N3CC(O)CC3C(=O)N(C)CC(=O)N(C)C(C(C)C)C(=O)OC2C)c(N)c1=O (centres undefined)	-16	-72	29
6	Nc1ccccc1SC1CC(=O)N(c2ccc(F)cc2)C1=O (centres undefined)	16	-12	18
7	CCOC(=O)COc1cc2c(cc1C(C)c1cc(OC)c(OC)c(OC)c1)OCO2 (centres undefined)	34	11	18
8	CC(CC(=O)CC(=O)c1ccccc1)=Nc1ccc(Cl)cc1	23	11	-23
9	COc1cc(C2C3=C(COC3=O)OC(C)(C)Oc3cc4c(cc32)OCO4)cc(OC)c1OC (centres undefined)	-9	22	53
10	C/C(=N\NS(=O)(=O)c1ccc([N+](=O)[O-])cc1)c1ccc[n+]([O-])n1	2	-34	-3
11	O=C1c2cc([N+](=O)[O-])cc3cc([N+](=O)[O-])cc(c23)C(=O)N1CCNCCN1C(=O)c2cc([N+](=O)[O-])cc3cc([N+](=O)[O-])cc(c23)C1=O	92*	76*	70*
12	CCO/N=C(/CNC(=O)Oc1ccccc1)c1ccccc1	37	9	28
13	Cc1cccc(C2CCCCC2O)c1 (centres undefined)	-7	10	-3
14	COC(=O)C(C)n1c(C(C)C)csc1=S (centres undefined)	22	-9	6
15	CCN(CC)CCN1CC(=O)N2Cc3ccccc3CN2C(=O)C1	4	6	10

No.	sgs1 mgt1	yeast rad50	yeast mec2-1
1	-12	-41	-23
2	51	45	14
3	19	1	0
4	9	7	12
5	-12	-32	-7
6	17	12	15
7	10	35	2
8	15	-11	-4
9	15	5	-12
10	-14	-19	-19
11	42	81*	89*
12	-4	3	1
13	-6	9	-12
14	-7	4	14
15	1	-1	-4

One compound at a time, as listed above. Values in the order: yeast bub3	mlh1 rad18	cln2 rad14	sgs1 mgt1	yeast rad50	yeast mec2-1
`COc1cc(C2C3=C(COC3=O)OC(C)(C)Oc3cc4c(cc32)OCO4)cc(OC)c1OC` (centres undefined) is listed as -9	22	53	15	5	-12
`COc1ccc(C(=O)N/N=C/c2ccccc2Cl)cc1` is listed as 19	18	-11	19	1	0
`Cc1c2oc3c(C)ccc(C(=O)NC4C(=O)NC(C(C)C)C(=O)N5CC(O)CC5C(=O)N(C)CC(=O)N(C)C(C(C)C)C(=O)OC4C)c3nc-2c(C(=O)NC2C(=O)NC(C(C)C)C(=O)N3CC(O)CC3C(=O)N(C)CC(=O)N(C)C(C(C)C)C(=O)OC2C)c(N)c1=O` (centres undefined) is listed as -16	-72	29	-12	-32	-7
`CCN(CC)CCN1CC(=O)N2Cc3ccccc3CN2C(=O)C1` is listed as 4	6	10	1	-1	-4
`CCOC(=O)COc1cc2c(cc1C(C)c1cc(OC)c(OC)c(OC)c1)OCO2` (centres undefined) is listed as 34	11	18	10	35	2

The list continues:
No.	compound	yeast bub3	mlh1 rad18	cln2 rad14
16	Nc1cccc2cc(S(=O)(=O)O)ccc12	-12&-2	-36&-6	-50&-3
17	COc1ccc(N=C2S/C(=N\C(=Nc3ccccc3)SCc3ccccc3)N(c3ccccc3)C2=Nc2ccc(OC)cc2)cc1	-7	5	4
18	CC1=C(c2ccccc2)OS(=O)(=O)CC1N(C)C (centres undefined)	-7	-2	-7
19	COc1cc(C=O)c(-c2c(C=O)ccc3c2OCO3)c(OC)c1OC	26	-2	18
20	Cn1c2ccc3cc2c(=S)c2cc(ccc21)OCCOCCOCCOCCOCCOCCO3	-3	8	-11
21	O=[N+]([O-])c1ccc2[nH]c3nc4ncccc4nc3c2c1	0	1	-20
22	COC1=CC2(C=CC1=O)c1cc(OC)c(OC)cc1CCN2C(=O)c1ccccc1 (centres undefined)	-21	-14	-12
23	N#Cc1nc(Cc2ccccc2)oc1N	-26	-23	18
24	CCOC(=O)c1c(SC(=O)C(C)(C)Oc2ccc(Cl)cc2)n(-c2ccccc2)c(=S)n(-c2ccccc2)c1=O	-19	-14	3
25	CC/C(=N\O)c1ccc2cc(Br)c3ccccc3c2c1	99*	99*	97*
26	CC1(C)OC2(C)CCC1C1C2N1C(=O)Nc1ccccc1 (centres undefined)	-4	-13	9
27	CCOc1ccccc1NC(=O)C(=O)C(/C(=N/N)C(=O)OC)c1nc2ccc([N+](=O)[O-])cc2[nH]c1=O (centres undefined)	-1	9	15
28	O=C1C(Cl)C(c2ccccc2O)N1n1cnc2ccccc2c1=O (centres undefined)	-8	-16	-10
29	COC(=O)C(Cc1c[nH]c2ccccc12)NP(=O)(O)OCC1OC(n2cc(Br)c(=O)[nH]c2=O)CC1O (centres undefined)	-16	-10	-12
30	CCOC(=O)C1C(=O)CC(C)(O)C(C(=O)OCC)C1c1ccc(OC)cc1 (centres undefined)	-2	22	-6

No.	sgs1 mgt1	yeast rad50	yeast mec2-1
16	-1&-25	-7&11	-10&23
17	-8	-5	-6
18	-2	-3	-16
19	30	24	-2
20	9	10	-14
21	5	-3	3
22	-11	3	-4
23	-22	27	9
24	-26	-22	2
25	99*	99*	99*
26	4	-10	-14
27	6	17	-10
28	-12	-29	9
29	-9	-35	-15
30	9	-27	3

Next results follow.
No.	compound	yeast bub3	mlh1 rad18	cln2 rad14
31	O=C(NC(=S)Nc1ccsc1)c1ccccc1	-2	-6	9
32	C=C/C(C)=C\CC1[C@](C)(O)CC[C@H]2C(C)(C)C(=O)CC[C@]12C (some centres undefined)	-11	-49	-9
33	COc1ccccc1/C=C/C(=O)N1CCC2(CC1)C(=O)N(C)CN2c1ccccc1	0	-2	-15
34	CCCCCCCSCC1C(=O)C23C(O)C1CCC2C12COC3(O)C(O)C1C(C)(C)CCC2O (centres undefined)	86*	89*	86*
35	NC1=C(O)C(=O)C(c2ccc3c(c2)OCO3)O1 (centres undefined)	25	-5	-30
36	CC(C)(C)OC(=O)NC(CSCc1ccc(C(=O)c2ccccc2)cc1)C(=O)O (centres undefined)	-13	-2	11
37	O=Cc1ccc(COCCO)o1	-4	-6	9
38	O=C(CNC(=O)c1ccccc1)Oc1c(Cl)c(Cl)c(Cl)c(Cl)c1Cl	34	78*	66
39	Cc1ccc(N2CC(O)CN(c3ccc(C)cc3)CC(O)C2)cc1 (centres undefined)	15	23	7
40	CC(=O)Oc1c(C)c2c(c3ncccc13)OC(C)C2 (centres undefined)	40	35	19
41	Cc1cc2c(=O)cc(-c3ccccc3)oc2c(C#N)c1C	-28	-20	-7
42	COc1ccc(N=Nc2c(O)ccc3ccccc23)cc1	3	-3	-23
43	COc1cccc(C(=O)CCc2cc(OC)c(OC)c(OC)c2[N+](=O)[O-])c1	6	2	-8
44	CCOP(=O)(OCC)/C(=C/NC(=S)c1cccnc1)C(=O)OC	18	-2	-8
45	CC1=C(CCC(C)N)C(C)(C)CCC1 (centres undefined)	11	13	8

No.	sgs1 mgt1	yeast rad50	yeast mec2-1
31	3	15	1
32	-23	28	-17
33	-17	-16	8
34	88*	87*	88*
35	-20	-18	-5
36	-15	-24	-28
37	-7	-1	-4
38	91*	75*	75*
39	25	20	18
40	32	39	14
41	-36	-22	-17
42	-10	-9	-4
43	-13	0	-7
44	-13	-11	-1
45	28	29	15

New compounds follow
No.	compound	yeast bub3	mlh1 rad18	cln2 rad14
46	Clc1cc(Cl)c(OCCOCCI)c(Cl)c1	48	34	14
47	C(CCc1nnc2c(n1)CCCC2)Cc1nnc2c(n1)CCCC2	10	-2	-12
48	CCC(=O)Oc1ccc(CCC(C)=O)cc1OC	-2	26	-27
49	O=[N+]([O-])c1ccc2c(c1)Sc1ccccc1N2	-25	-23	-22
50	O=c1[nH]c(=S)[nH]c(-c2ccccc2)c1CCO	-7	1	-25
51	Cc1c(N/C=C(\C#N)C(=O)c2ccc(Cl)cc2)c(=O)n(-c2ccccc2)n1C	2	31	27
52	COc1ccc(Cc2c3cc(OC)c(OC)cc3cc[n+]2C)cc1	-11	-6	-2
53	CNC(=O)OCc1c(C)oc(-c2ccc(Cl)c(Cl)c2)c1COC(=O)NC	12	14	24
54	COc1cc2c(cc1O)CN1Cc3cc(O)c(OC)cc3C2C1	-10	13	-21
55	COC(=O)C1(OC)C(=O)NC2=C1C(=O)c1ccccc1C2=O (centres undefined)	9	5	-19
56	ClCc1ccc(OCc2ccccc2)cc1	-29	-6	9
57	Nc1ncnc2c(C3OC(CO)C(O)C3O)nsc12 (centres undefined)	-32	-38	-15
58	CC(C)OP(=O)(OC(C)C)C([CH2][Sn]([CH3])([CH3])[Cl])P(=O)(OC(C)C)OC(C)C	-2	-1	0
59	Cc1n[n+](Cc2ccccc2)c2sc(N)nn12	27	-26	20
60	O=C(NCc1ccccc1)NCc1ccccc1	-18	-4	-14

No.	sgs1 mgt1	yeast rad50	yeast mec2-1
46	16	28	9
47	-1	-8	-18
48	-17	4	-8
49	-27	-17	-14
50	-2	8	2
51	-7	-8	7
52	-18	0	-28
53	34	48	-7
54	-9	-5	2
55	-4	-12	-13
56	-11	-3	-1
57	-37	-7	-24
58	0	6	-1
59	-42	3	6
60	-2	-26	-1

Following part:
No.	compound	yeast bub3	mlh1 rad18	cln2 rad14
61	COc1ccccc1/C=C\C(=O)c1ccccc1	99*	99*	90*
62	Nc1ccc(N2CCN(c3ccc(N)cc3)CC2)cc1	12	16	10
63	N#CC(Cc1ccc(CC(C#N)(c2ccccc2)c2ccccn2)cc1)(c1ccccc1)c1ccccn1 (centres undefined)	35	15	3
64	NC(=O)N1CC(c2ccccc2)CCc2ccccc21 (centres undefined)	7	47	-19
65	CN(C)C(=S)/N=c1\ss/c(=N\S(=O)(=O)c2ccccc2)n1N(C)C	-10	22	-23
66	CC(NCCN(C)C)C1CCC2C3CCc4cc(O)ccc4C3CCC12C (centres undefined)	63	82*	42
67	C=CCc1cc(OC)c2c(c1)C(O)CC(c1ccc(OC)c(OC)c1)O2 (centres undefined)	23	-4	-14
68	COC1O[C@H]2CCN(C(=O)OCc3ccccc3)[C@H]2[C@H]1OCc1ccccc1 (some centres undefined)	29	44	4
69	CS(=O)(=O)Nc1c(-c2ccccc2)oc2ccccc2c1=O	11	-4	-34
70	O=C1C=CC(=O)N1c1cccc(F)c1	100*	99*	99*
71	COc1cc(C(c2ccccc2)N2C(=O)CC[C@H]2C(=O)O)cc(OC)c1OC (some centres undefined)	-16	-17	9
72	CCCCCCCCCCCCNC(=O)OCC(C)O (centres undefined) (tested in a mixture with another compound)	99*	98*	98*
73	COC(=N)c1ccc(C)c(I)c1	26	-1	7

No.	sgs1 mgt1	yeast rad50	yeast mec2-1
61	99*	99*	99*
62	16	12	-10
63	11	21	34
64	0	9	-3
65	7	11	16
66	91*	81*	61
67	19	16	1
68	20	20	-12
69	-6	-12	-1
70	100*	100*	100*
71	-42	-45	6
72	99*	98*	97*
73	0	6	0

An excerpt from above, limited to sgs1 mgt1:
| item | SMILES | sgs1 mgt1 |
| --- | --- | --- |
| 73 | COC(=N)c1ccc(C)c(I)c1 | 0 |
| 67 | C=CCc1cc(OC)c2c(c1)C(O)CC(c1ccc(OC)c(OC)c1)O2 (centres undefined) | 19 |
| 61 | COc1ccccc1/C=C\C(=O)c1ccccc1 | 99* |
| 70 | O=C1C=CC(=O)N1c1cccc(F)c1 | 100* |

Copied from the list:
Entry for cpd 66 under cln2 rad14: 42
Entry for cpd 70 under mlh1 rad18: 99*
Entry for cpd 64 under yeast mec2-1: -3
Entry for cpd 73 under yeast bub3: 26
Entry for cpd 62 under yeast rad50: 12
Entry for cpd 71 under mlh1 rad18: -17
